DSG3 Ab inh = blocks pemphigus antibody binding to human desmoglein-3 | P32926 | DSG3-coupled beads, scFv-anti-DSG3-GFP binding, flow cytometry; hits give low values | binding (percent of control), % at 10 µM | actives 0.48% (n = 310,000);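 active means binding more than 3 SD below its plate's average and above zero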;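 further: hits lower antibody fragment binding to DSG3; some compounds called inactive have numbers as strong as hits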
Ecoli viability = counter-screen for AddAB inhibitors: E. coli growth inhibition | E. coli V3065 growth, OD600 absorbance, 18 h | inhibition, % at 11.9 µM | actives 0.27% (n = 330,000) | AID 449728;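 active means inhibition above the campaign's mean inhibition across all tested compounds plus 3 SD, cut at about 9.9% in these data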;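 further: uninfected addAB+ strain grown without phage in ampicillin broth; 0% = DMSO wells and 100% = ciprofloxacin 0.95 µg/ml wells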
OPRM1-OPRD1 inv = mu-delta opioid heterodimer inverse agonism; actives 0.21% (n = 340,000); cell-based MOR-DOR heterodimer luminescence; inhibition, % at 9.3 µM; in the data active means inhibition above about 22%, passing the limit was not always enough;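 further: 0% = cells with DMSO and 100% = wells without cells with DMSO; values of inactives mirror those of a sister screen read the other way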
Target sequence (P35372 whole entry, looked up): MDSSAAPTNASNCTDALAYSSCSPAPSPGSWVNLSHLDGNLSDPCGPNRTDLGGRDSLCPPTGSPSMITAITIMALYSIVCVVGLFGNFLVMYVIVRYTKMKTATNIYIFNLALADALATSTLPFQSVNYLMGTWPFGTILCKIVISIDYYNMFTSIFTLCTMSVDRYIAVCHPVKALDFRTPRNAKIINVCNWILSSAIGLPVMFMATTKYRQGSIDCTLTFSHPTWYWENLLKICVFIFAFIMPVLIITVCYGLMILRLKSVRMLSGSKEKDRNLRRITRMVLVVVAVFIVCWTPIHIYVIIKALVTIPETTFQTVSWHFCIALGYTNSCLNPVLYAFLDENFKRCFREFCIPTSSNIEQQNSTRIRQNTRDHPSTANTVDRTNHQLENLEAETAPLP
Target sequence (P41143 whole entry, looked up): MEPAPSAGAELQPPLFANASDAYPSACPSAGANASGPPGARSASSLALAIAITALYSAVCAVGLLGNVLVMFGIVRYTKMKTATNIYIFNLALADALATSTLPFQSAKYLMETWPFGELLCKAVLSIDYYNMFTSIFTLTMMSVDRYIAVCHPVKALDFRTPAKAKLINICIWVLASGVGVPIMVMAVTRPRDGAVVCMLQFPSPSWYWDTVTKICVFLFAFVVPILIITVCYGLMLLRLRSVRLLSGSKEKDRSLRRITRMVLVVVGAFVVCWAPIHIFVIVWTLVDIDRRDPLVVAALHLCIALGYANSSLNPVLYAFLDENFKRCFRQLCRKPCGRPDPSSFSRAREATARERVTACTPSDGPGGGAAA
PfHsp90 set2 = growth inhibition of yeast expressing Plasmodium Hsp90; S. cerevisiae expressing PfHsp90, BacTiter-Glo ATP, 48 h; yeast lacking PDR1 and PDR3 efflux regulators; inhibition, % at 9.4 µM; actives 0.32% (n = 310,000);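 active means every replicate shows inhibition above about 80%, whatever the replicate mean, limit read from the data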;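 further: 0% = DMSO neutral controls and 100% = 20 µM radicicol positive controls; yeast relying on Plasmodium falciparum Hsp90 in place of its own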
PKA-R1A activ = activators of PKA-R1A complex; P00514+P68181; PKA-R1A dissociation, Cy5-IP20 fluorescence polarization; scaled: DMSO 0%, 113 µM cGMP 100%; activation, % at 11.4 µM; actives 0.083% (n = 340,000);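 active means percent activation above the mean of all tested compounds plus 3 SD, cut at about 19% in these data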;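 further: higher means more PKAc released from R1A so a rise in polarization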
Tat export inh = blocks Tat-dependent protein export in E. coli; E. coli MC4100 TorA-mCherry Tat export, fluorescence; inhibition, % at 10 µM; actives 0.036% (n = 340,000);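 active means mean replicate inhibition at least 50% and at least half of replicates individually reaching 50%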;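 further: exported cargo escapes ClpAP degradation while cytoplasmic cargo is degraded and loses fluorescence; 0% = median of neutral control wells and 100% = median of NaSCN control wells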
MOR-DOR ag = OPRM1-OPRD1 heterodimerization agonism; P35372+P41143; cells, luminescence; activation, % at 9.3 µM; actives 0.3% (n = 340,000); AID 504326; in the data active means activation above about 18%;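 further: 0% = vehicle-treated cells and 100% = reference agonist; values of inactives mirror those of a sister screen read the other way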
phage Ecoli inh = E. coli growth loss with phage present. AID 651602. inhibition, % at 11.9 µM. growth absorbance. actives 0.26% (n = 360,000); in the data active means inhibition above about 11%
AddAB inh = less growth of phage-infected E. coli with AddAB. E. coli expressing H. pylori AddAB, absorbance growth. inhibition, % at 11.9 µM. actives 0.29% (n = 330,000); in the data active means inhibition above about 12%;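 further: 0% = vehicle wells of infected cells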
Arrestin-AP2 inh = blocks beta-arrestin peptide binding to AP2 adaptin | FITC-arrestin peptide / GST-AP2 beads, flow cytometry; AP2 beta2 appendage carries R879A mutation | AID 504490 | inhibition, % at 10 µM | actives 0.31% (n = 340,000);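 active means inhibition above a set limit, near 3 SD of compounds lacking own fluorescence, cut at about 54% in these data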;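 further: plate controls were DMSO wells for no effect and 5 µM unlabelled arrestin peptide for full effect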
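System: GST-tagged AP2 beta2-adaptin appendage (R879A) on 4 µm glutathione beads / Reagent: FITC-arrestin peptide, 50 nM / Detection: HyperCyt-sampled flow cytometry, FL1 channel, ex 488/em 535 nm / Timing: 12 min plus 1 h, RT / Buffer or medium: PBS plus Tween 20 (0.05%) and BSA (0.1%)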
Mot1-301 SUMO = blocks SUMOylation pathway, rescuing yeast Mot1-301 growth; S. cerevisiae Mot1-301 growth rescue, ATP luminescence, 38.5C; percent above DMSO median, 100 means doubled; AID 2716; growth rescue, % at 18.8 µM; actives 1% (n = 320,000);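 active means every valid replicate shows activation above 250% relative to neutral control wells; inactive means the rest, any valid replicate at or below 250%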;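 further: OY570 slx delta 5 strain wells were the positive control but not used for scaling; some compounds called inactive have numbers as strong as hits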
* marks the source's active call; other numbers are inactive results; x = no result given; + = active, no number.

cpd	smiles	DSG3 Ab inh	Ecoli viability	OPRM1-OPRD1 inv	PfHsp90 set2	PKA-R1A activ	Tat export inh
1	CCCCn1c(N)c(N(CC(C)C)C(=O)c2ccc(Cl)c(S(=O)(=O)N3CCCC3)c2)c(=O)[nH]c1=O	93	0.2	12	6	-8	2
2	COc1ccc(Cc2c3cc(OC)c(OC)cc3cc[n+]2C)cc1OC	99	-1.3	14	1	6	-5
3	O=C(Nc1ccccn1)c1cc(-c2cccc(Cl)c2)nc2ccccc12	104	-0.9	-25	-45	-7	1
4	Cn1nnnc1SCC(=O)N1CCN(S(=O)(=O)c2ccc(Cl)cc2)CC1	104	-1.3	8	-17	-5	-3
5	Cc1ccc(S(=O)(=O)NCCC(=O)OCC(=O)N2CCCC2=O)cc1C	123	3.0	10	-10	-8	1
6	CCOC(=O)c1c(C)c(C(=O)NCc2cccnc2)c(C)n1C	97	1.7	9	-1	-4	-9
7	C=CCn1c(-c2ccccc2)c[nH]c1=S	98	1.1	14	-11	-8	2
8	Cc1sc2ncnc(SCC#N)c2c1C	96	2.0	-7	-37	-8	0
9	COc1ccc(CCNC(=O)C2CC2)cc1OC	104	0.6	-6	10	6	4
10	CC(=O)Nc1ccc(C(=O)COC(=O)c2c(C)noc2C)c(F)c1	x	0.0	22	-37	3	-9

cpd	MOR-DOR ag	phage Ecoli inh	AddAB inh	Arrestin-AP2 inh	Mot1-301 SUMO
1	-2.1	5.8	0.0	-3	-24
2	-2.7	x	3.4	9	15
3	5.1	0.9	5.6	23	167
4	-1.4	3.1	-0.4	-16	2
5	-1.8	3.6	2.4	3	14
6	-1.7	0.6	1.7	3	-11
7	-2.2	0.8	5.1	-10	43
8	1.2	0.1	-1.1	0	3
9	1.1	0.6	-1.7	12	-14
10	-5.4	2.4	1.8	2	6

Going on with the list.
cpd	smiles	DSG3 Ab inh	Ecoli viability	OPRM1-OPRD1 inv	PfHsp90 set2	PKA-R1A activ	Tat export inh
11	Cc1ccc(S(=O)(=O)N2CC(O)C[C@H]2C(=O)OCC(=O)Nc2ccc(N3CCCCC3)cc2)cc1C (some centres undefined)	106	0.8	-9	x	5	6
12	O=C(Nc1ccc(F)cc1)N1CCC(c2nc3c(nnn3Cc3ccccc3Cl)c(=O)[nH]2)CC1	97	1.1	0	-35	0	3
13	C=CCN1C(=O)c2cccc3c(N4CCCCC4)ccc(c23)C1=O	154	2.9	0	10	-7	5
14	CC(C)(CO)NC(=O)C(Cc1ccccc1)N1C(=O)c2ccccc2C1=O (centres undefined)	x	-1.7	9	-10	-15	-1
15	N#Cc1cnn2ccc(-c3ccc4c(c3)CCC4)nc12	111	4.1	4	x	-6	-7
16	CCCCNc1c(-c2ccc(OC)c(SC(C)CC)c2)nc2ccc(Cl)cn12 (centres undefined)	103	-0.7	-18	18	-7	3
17	c1ccc(N2CC[N+]3(CCCC3)CC2)nc1	99	2.0	13	5	-10	-5
18	C=CCn1c(=NC(=O)c2ccccc2[N+](=O)[O-])sc2cc(S(C)(=O)=O)ccc21	105	-2.2	-22	-4	-3	16
19	CCCCn1c(=O)[nH]c(=O)c2c(C(=O)OCC)cc(-c3ccc(OC(F)F)cc3)nc21	102	0.7	5	-38	-7	-3
20	CCOC(=O)C1CCN(CC(=O)N2CCc3ccccc32)CC1	101	0.9	7	31	-20	5

cpd	MOR-DOR ag	phage Ecoli inh	AddAB inh	Arrestin-AP2 inh	Mot1-301 SUMO
11	1.4	1.6	1.8	11	7
12	-0.1	3.2	0.0	-1	95
13	0.1	4.7	4.0	38	-8
14	-2.1	0.0	0.7	-2	214
15	-0.8	1.6	1.3	6	-17
16	3.0	0.6	-2.0	4	-18
17	-2.4	-0.5	0.9	-15	9
18	4.3	2.4	-0.1	22	-6
19	-0.9	-0.4	-1.4	5	-10
20	-1.3	-1.4	3.6	9	-9

The results go on:
cpd	smiles	DSG3 Ab inh	Ecoli viability	OPRM1-OPRD1 inv	PfHsp90 set2	PKA-R1A activ	Tat export inh
21	COc1ccc(NC(=O)c2c(C)noc2C(C)C)cc1S(=O)(=O)N1CCCCC1	100	-2.3	1	-14	2	3
22	Cc1sc2nc[nH]c(=O)c2c1-c1ccc(F)cc1	107	-0.2	3	8	-6	-9
23	CC(=O)c1cnc(-c2ccccn2)s1	104	-0.3	6	-6	-1	-3
24	COc1cccc(NC(=O)CSc2nnc(Cc3ccc(C)cc3)c(=O)n2N)c1	106	-2.1	10	x	-9	3
25	COc1ccc(CCNC(=O)CS(=O)(=O)Cc2nc(-c3ccc(C)cc3)oc2C)cc1OC	96	1.8	-1	2	-17	-2
26	COc1cc(/C=C/C(=O)N2CCN(C)CC2)cc(S(=O)(=O)N2CCc3ccccc32)c1OC	102	1.6	7	6	6	6
27	O=S(=O)(Nc1nc2cc3c(cc2nc1Cl)OCCO3)c1ccccc1	97	0.2	4	42	-14	2
28	Cc1ccnc(NS(=O)(=O)c2ccc(NC(=O)/C=C/c3cccs3)cc2)n1	102	1.9	9	-11	-2	6
29	Cc1cc(C(=O)Nc2ccccc2)oc(=O)c1	x	-0.2	4	3	6	3
30	Clc1ccccc1-c1nnc2sc(C3COc4ccccc4O3)nn12 (centres undefined)	102	-0.2	-3	-16	-2	-6

cpd	MOR-DOR ag	phage Ecoli inh	AddAB inh	Arrestin-AP2 inh	Mot1-301 SUMO
21	-0.2	0.1	-2.5	14	11
22	-0.6	3.0	3.5	10	-9
23	-1.1	-1.7	0.9	-6	-19
24	-1.6	2.3	3.5	13	-11
25	0.1	0.0	3.6	1	13
26	-1.2	0.3	1.2	28	-2
27	-0.7	1.0	2.4	-31	0
28	-1.9	2.8	0.9	17	-7
29	-0.8	3.6	5.8	1	38
30	0.5	-1.2	0.6	12	1

Carrying on:
cpd	smiles	DSG3 Ab inh	Ecoli viability	OPRM1-OPRD1 inv	PfHsp90 set2	PKA-R1A activ	Tat export inh
31	O=C(C1CCN(S(=O)(=O)c2cccs2)CC1)N1CCCC(C(F)(F)F)C1 (centres undefined)	97	0.2	21	8	-2	2
32	CCc1cccc(C)c1NC(=O)CSc1nnc(-c2cc3cc(Br)ccc3o2)n1CC	95	-0.4	10	-16	-2	-4
33	CCN(c1ccccc1)S(=O)(=O)c1cc(OC)ccc1OC	98	-1.4	13	13	-4	0
34	Cc1ccccc1CC1SC(N=C(N)N)=NC1=O (centres undefined)	101	-1.4	5	11	-2	3
35	C/C(CC(=O)Nc1ccc2c(c1)OCO2)=N\NC(=O)c1ccccc1N	96	0.3	x	9	x	-5
36	CCN1CCN(C(=O)CS(=O)Cc2nc(-c3cccc(C)c3)oc2C)CC1 (centres undefined)	101	-1.4	1	10	-8	7
37	COc1cccc(CC(NC(C)=O)C(=O)NC2CCN(C(=O)C3CCCCC3)CC2)c1OC (centres undefined)	103	x	13	1	-1	-7
38	O=C(c1ccccc1F)N1CCN(c2ccc([N+](=O)[O-])cc2-n2cccc2)CC1	x	2.3	-1	7	11	2
39	O=C(Nc1ccn(Cc2ccccc2)n1)c1cccc(Cn2cc([N+](=O)[O-])cn2)c1	x	1.0	7	-7	-21	0
40	COc1ccc2c(c1)cc(C(O)c1ccccn1)n2S(=O)(=O)c1ccccc1 (centres undefined)	127	-3.2	6	-16	-13	5

cpd	MOR-DOR ag	phage Ecoli inh	AddAB inh	Arrestin-AP2 inh	Mot1-301 SUMO
31	-3.8	1.9	2.7	17	4
32	-2.0	2.6	2.4	10	+
33	-2.3	3.0	2.2	-10	-16
34	-1.0	2.1	0.0	-8	-7
35	x	0.9	1.7	37	-3
36	-0.1	3.2	1.9	4	2
37	-2.5	4.4	x	26	x
38	0.2	1.8	5.2	-6	30
39	-1.4	3.9	3.1	6	0
40	-1.1	1.6	-1.0	4	46

An excerpt from above in order of their number in OPRM1-OPRD1 inv, high to low.
item	structure	DSG3 Ab inh	OPRM1-OPRD1 inv	PKA-R1A activ	Tat export inh	MOR-DOR ag	phage Ecoli inh	AddAB inh	Arrestin-AP2 inh	Mot1-301 SUMO
32	CCc1cccc(C)c1NC(=O)CSc1nnc(-c2cc3cc(Br)ccc3o2)n1CC	95	10	-2	-4	-2.0	2.6	2.4	10	+
34	Cc1ccccc1CC1SC(N=C(N)N)=NC1=O (centres undefined)	101	5	-2	3	-1.0	2.1	0.0	-8	-7
38	O=C(c1ccccc1F)N1CCN(c2ccc([N+](=O)[O-])cc2-n2cccc2)CC1	x	-1	11	2	0.2	1.8	5.2	-6	30

Remaining list, next part
cpd	smiles	DSG3 Ab inh	Ecoli viability	OPRM1-OPRD1 inv	PfHsp90 set2	PKA-R1A activ	Tat export inh
41	Cc1ccc(N/C(=C\C(=O)c2ccccc2)C(=O)O)cc1	113	0.0	0	-2	11	-6
42	Cc1cc([N+](=O)[O-])c(NCCCCCCO)c([N+](=O)[O-])c1	99	-0.6	-1	-5	5	8
43	O=C1CN(C(=O)c2cc(F)cc(F)c2)c2ccccc2N1	102	0.8	9	-13	1	4
44	S=C(NC1CCCCC1)NN1CCCCCC1	103	x	20	x	2	1
45	Cc1cccc2cc(CN(CC3CCCO3)C(c3nnnn3Cc3ccco3)C(C)C)c(=O)[nH]c12 (centres undefined)	120	-0.8	20	-4	1	10
46	O=c1oc(CCCO)cc2ccc(Br)cc12	94	1.2	3	-19	0	-4
47	O=C(Nc1ccc(F)c([N+](=O)[O-])c1)c1cccs1	97	-2.3	8	3	4	4
48	COc1ccc2[nH]c3c(c2c1)CCN1C(=O)C(CC(=O)NC/C=C(\C)CCC=C(C)C)C[C@H](C(=O)N2CCCCC2)[C@@]31C (some centres undefined)	x	0.7	7	x	8	x
49	Cc1cc(C)c(S(=O)(=O)NNC(=O)C2CCN(Cc3ccccc3)CC2)c(C)c1	x	-0.2	-9	x	2	0
50	CSc1ccc(-c2sc(Nc3ccccc3)n[n+]2-c2ccccc2)cc1	102	-0.9	5	x	3	6
51	O=C1N(C2CCCC2)C[C@@H]2C[C@@H](c3cn[nH]c3-c3ccc(Cl)cc3)N3CCC[C@@]123	89	-3.3	21	-20	-6	6
52	C(=C\c1ccccc1)/CSc1nnc(-c2ccncc2)n1Cc1ccco1	94	-0.8	24	17	1	-7
53	CCOC(=O)C1=C(C)N(C)C(=O)NC1c1ccccc1OC (centres undefined)	93	1.6	17	10	4	-7

cpd	MOR-DOR ag	phage Ecoli inh	AddAB inh	Arrestin-AP2 inh	Mot1-301 SUMO
41	-0.1	0.8	2.0	16	11
42	0.3	4.3	0.6	24	-12
43	-1.4	2.4	1.8	28	3
44	-3.9	2.2	x	-2	x
45	-4.4	0.0	0.3	26	8
46	-0.7	1.3	2.4	33	11
47	-1.5	3.6	-0.8	15	x
48	-1.4	x	0.1	x	x
49	1.6	0.7	1.8	24	x
50	-1.0	x	1.8	14	22
51	-3.1	2.6	-0.2	4	41
52	-4.2	1.8	0.8	-13	14
53	-3.6	-0.6	-1.3	12	-12

Assay outcomes from PubChem.
